# Compound activity as filed in PubChem.
# AMA1 RON2 block = inhibitors of Plasmodium falciparum AMA1-RON2 interaction. AlphaScreen AMA1-biotinylated RON2 peptide binding. Potency, µM (titrated, usually from 58.2 µM), for inactives: at the top dose activity change, negative = inhibition, usual class: inhibitors. hit rate 0.2% among 360,000. AID 720542;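 further: potency means the concentration at half of the fitted maximal effect; 0% = vehicle wells and -100% = peptide control; nearly all actives have a fitted effect of over 45% in size; some results filed as inactive show a strong effect at the top dose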
#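 AMA1 (3D7) with his tag at 25 nM final met compounds first, then biotinylated RON2 peptide at 25 nM; detection used donor plus acceptor beads, 10 µg/mL apiece, read by AlphaScreen after 30 min at room temperature.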
# HCMV antiviral = inhibitors of human cytomegalovirus | HFF cells, HCMV-luciferase reporter, 72 h; active compounds read low | activity change, negative = inhibition, % at 57.5 µM | hit rate 4.5% among 410,000; in the data active means activity change below about -60%; inconclusive means no clear call, values can overlap the other calls; inactive means above about -39%
#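 Two compound doses tested in HFFs infected with HCMV-luciferase, MOI 1 PFU/cell, 72 h at 37C. Lysate luminescence read with OneGlo; data normalized against buffer-only and 10uM Salinomycin inhibitor controls.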
# Sm TGR inh = S. mansoni TGR enzyme inhibition; AID 485364; Potency, µM (doses to about 114 µM), for inactives: at the top dose activity change, negative = inhibition, actives largely listed as inhibitors; hit rate 3% among 360,000; purified TGR, DTNB reduction, TNB absorbance 405 nm; further: potency means the concentration at half of the fitted maximal effect; nearly all actives have a fitted effect of over 60% in size
#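 Kinetic colorimetric format: TGR-catalysed, NADPH-driven DTNB reduction monitored via TNB absorbance. Enzyme dispensed at 20 nM; compound exposure 15 min at room temperature before reaction start.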
# FBPA Giardia inh = inhibitors of Giardia lamblia fructose-1,6-bisphosphate aldolase; hit rate 0.71% among 290,000; Potency, µM (top dose mostly 59.6 µM), without a hit: top-dose activity, negative = inhibition, most hits filed as inhibitors; purified Giardia FBPA; A8B2U2; further: potency means the concentration at half of the fitted maximal effect; nearly all actives have a fitted effect of over 55% in size
# Target sequence (A8B2U2 whole entry, looked up): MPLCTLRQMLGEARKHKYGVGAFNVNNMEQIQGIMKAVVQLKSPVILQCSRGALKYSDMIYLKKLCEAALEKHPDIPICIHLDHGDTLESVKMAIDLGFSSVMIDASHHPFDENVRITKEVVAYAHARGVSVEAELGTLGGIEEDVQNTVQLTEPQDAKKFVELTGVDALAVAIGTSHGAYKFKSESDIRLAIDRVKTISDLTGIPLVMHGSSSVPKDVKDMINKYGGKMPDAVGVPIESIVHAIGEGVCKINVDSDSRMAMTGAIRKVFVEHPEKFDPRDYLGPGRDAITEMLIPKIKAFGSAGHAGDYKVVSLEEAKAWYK
#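 40 nM FBPA preincubated 10 min at RT with compound (up to 57.5 uM final), then substrate plus GAPDH/TPI/NAD/arsenate coupling and diaphorase/resazurin added. Fluorescence read after 20 min at RT, 525/598 nm.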
# HCV inh = blocks hepatitis C virus. Huh7.5.1 HCVcc-Cre infection, luciferase reporter, 44 h. Potency, µM (titrated, usually from 41.8 µM), without a hit: at the highest dose activity change, negative = inhibition, usual class: inhibitors. hit rate 3.4% among 340,000; further: potency means the concentration at half of the fitted maximal effect
#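 A cell-based infection assay in which seeded cells (1,000 per well) receive test compound after 4 h, are inoculated with HCVcc-Cre at approximately 0.5 moi, and are incubated 44 h before luminescence detection.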
# AmpC inh detg = AmpC beta-lactamase inhibition with detergent present. P00811. AmpC hydrolysis of nitrocefin, absorbance 480 nm, 0.01% Triton. Potency, µM (doses to about 114 µM), inactives show at the highest dose activity change, negative = inhibition, usual class: inhibitors. hit rate 0.041% among 370,000;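 further: potency means the concentration at half of the fitted maximal effect; 0% = no-compound wells and -100% = no-enzyme wells; nearly all actives have a fitted effect of over 25% in size; some results filed as inactive show a strong effect at the top dose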
# Target sequence (P00811 whole entry, looked up): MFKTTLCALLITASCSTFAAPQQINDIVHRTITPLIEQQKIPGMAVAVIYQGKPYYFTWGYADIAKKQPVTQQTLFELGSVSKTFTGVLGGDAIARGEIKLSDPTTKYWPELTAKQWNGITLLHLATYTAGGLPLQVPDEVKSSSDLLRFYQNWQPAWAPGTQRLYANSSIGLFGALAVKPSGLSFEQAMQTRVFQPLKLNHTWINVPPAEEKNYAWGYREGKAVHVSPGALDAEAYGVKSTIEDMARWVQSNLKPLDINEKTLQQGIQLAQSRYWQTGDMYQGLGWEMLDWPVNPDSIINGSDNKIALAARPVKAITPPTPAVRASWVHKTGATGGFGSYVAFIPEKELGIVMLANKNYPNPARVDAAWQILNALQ
#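 AmpC (5.3 nM in the dispensed reagent) in 20 mM phosphate pH 7.0 with 0.01% (detergent screen) or 0.0001% Triton X-100 was preincubated with compounds for 15 min at room temperature. Nitrocefin was then added from an 800 uM solution, and hydrolysis was followed at 480 nm.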
# Starred values were filed as active, the others as inactive; ? = inconclusive; . = not tested or not shown; & = joins results of further samples; [ ] = dose if it differs, or a comment. Unless noted, the call rests on the fitted dose curve; in most records, active means well fitted curve in the direction sought with a large enough effect; inconclusive means small, poorly fitted or top-dose-only effect, or another doubt; inactive means no such curve, though single readings can be large; an effect the other way counts as inactive or inconclusive. Unless noted, on the % scale 0 is the no-effect control and ±100 the full control effect.
Molecule	AMA1 RON2 block	HCMV antiviral	Sm TGR inh	FBPA Giardia inh	HCV inh	AmpC inh detg
Clc1ccc(-c2nnc(-c3ccco3)o2)cc1	-4%	20	1%	1%	-23%	2%
CC1=C(C(=O)NC(C)c2ccc3c(c2)OCCO3)C2(CCC(C)CC2)OC1=O (stereo not given)	9%	-5	-3%	-6%	-3%	2%
O=C(Nc1ccc(O)cc1)N1CCOCC1	1%	-9	-1%	-3%	7%	-12%
Nc1nnnn1/N=C/c1ccc(F)cc1	10%	3	-11%	-5%	11%	-3%
CNC(=O)OCCc1nccn1C	-3%	-16	-8%	0%	4%	-1%
COc1ccccc1NC(=O)CN(Cc1ccco1)C(=O)c1cccs1	-3%	-3	?	-3%	?	-2%
CCC1(c2ccc(F)cc2)NC(=O)N(CC(=O)N(C)C2CCS(=O)(=O)C2)C1=O (stereo not given)	1%	-31	3%	.	1%[8.37 µM]	?
CCCNC(=O)c1ccc2c(=O)c(O)c(-c3ccc(Cl)c([N+](=O)[O-])c3)[nH]c2c1	112%[activator]	6	-18%	-4%	5µM*	-8%
CCOCc1nnc(NC(=O)C2CC(=O)N(CCc3ccc(F)cc3)C2)s1 (stereo not given)	4%	16	0%	0%	19%	-3%
Clc1cccc(C2Nc3cccc4cccc(c34)N2)c1	-7%	43	3.2µM*	-27%	17%	5%
COc1cc(C(=O)NNC(=S)NC(=O)c2ccc3c(c2)OCO3)cc(OC)c1OC	68%[activator]	?	0%	?	?	3%
Cc1csc(=O)n1CCC(=O)OC(C)C(=O)Nc1ccc(N2CCOCC2)cc1 (stereo not given)	0%	1	-5%	.	18%	7%
O=C(C1CC(=O)N(C2CCCCC2)C1)N1CCC2(CC1)OCCO2 (stereo not given)	6%	1	-2%	-6%	8%	-3%
Cc1ccc(-n2ncc(C(=O)NCCCN3CCN(C)CC3)c2C2CCN(C(=O)OC(C)(C)C)CC2)cc1	.	?	-2%	.	.	3%
O=C(Cc1c(F)cccc1Cl)Nc1ccc(-n2cnnn2)cc1	-12%	-5	0%	-17%	0%	0%
Cc1cccc(C)c1OCc1cc(C(=O)N(C)Cc2nc3ccccc3[nH]2)no1	1%	9	4%	7%	.	-2%
O=c1[nH]c(SCc2cccc(Cl)c2)nc2[nH]ncc12	13%	5	0%	-1%	2%	10%
Cc1cc(Br)ccc1OCCCCNC(C)(C)C	-5%	-28	11%	-17%	13µM*	?
C/C(=N\NC(=O)CSc1nnc(C)s1)c1ccc(O)cc1	-4%	62	-7%	3%	9%	-10%
O=C(C1CCC(=O)N(C2CC2)C1)N(CCO)Cc1ccccc1 (stereo not given)	-1%	-5	-27%	3%	-1%	-8%
O=C(Nc1ccccc1)SC1CCCCC1	19%	-35	.	.	-10%	.
CC(=O)C1=C(O)C(=O)N(c2nnn(C)n2)C1c1cccs1 (stereo not given)	-1%	20	-6%	-10%	16%	-7%
COCCN(C(=O)Cc1cccs1)C(C(=O)NC1CCCC1)c1cc(OC)c(OC)c(OC)c1 (stereo not given)	5%	21	9%	-6%	17%	0%
COc1ccc(CNC(=O)CN(C(=O)c2ccc(CN3CCOCC3)o2)C2CCCC2)cc1	37%[activator]	.	?	1%	8%	?
O=C(NC1CCCCC1)c1ccc(S(=O)(=O)N2CCCC2)cc1	2%	-9	0%	0%	-20%	4%
Cn1c(=O)c2c(-c3ccccc3)n(-c3ccccc3O)cc2n(C)c1=O	11%	-25	1%	0%	-16%	1%
COc1ccc(OC)c(S(=O)(=O)N2Cc3ccccc3CC2C(=O)Nc2nccs2)c1 (stereo not given)	11%	119	-8%	-7%	?	?
Cn1ncc(C#N)c1NC(=O)C1CC(c2ccccc2Cl)=NO1 (stereo not given)	10%	-3	10%	0%	16%	3%
CCOc1ccccc1NC(=O)CC1Nc2ccccc2NC1=O (stereo not given)	-8%	17	?	-2%	?	9%
COc1ccc(C(=O)C2CN(C)CC2c2ccc(Cl)cc2)cc1 (stereo not given)	2%	-2	.	-5%	-22%	2%

# The final 5 compounds of the part above lead into the next.
Molecule	AMA1 RON2 block	HCMV antiviral	Sm TGR inh	FBPA Giardia inh	HCV inh	AmpC inh detg
Cn1c(=O)c2c(-c3ccccc3)n(-c3ccccc3O)cc2n(C)c1=O	11%	-25	1%	0%	-16%	1%
COc1ccc(OC)c(S(=O)(=O)N2Cc3ccccc3CC2C(=O)Nc2nccs2)c1 (stereo not given)	11%	119	-8%	-7%	?	?
Cn1ncc(C#N)c1NC(=O)C1CC(c2ccccc2Cl)=NO1 (stereo not given)	10%	-3	10%	0%	16%	3%
CCOc1ccccc1NC(=O)CC1Nc2ccccc2NC1=O (stereo not given)	-8%	17	?	-2%	?	9%
COc1ccc(C(=O)C2CN(C)CC2c2ccc(Cl)cc2)cc1 (stereo not given)	2%	-2	.	-5%	-22%	2%
O=C(O)CCC(=O)c1c[nH]c2ccccc12	-12%	55	4%	6%	5%	?
O=C(O)CCC/C=C\C[C@@H]1[C@@H](/C=C/[C@@H](O)COc2cccc(Cl)c2)[C@H](O)C[C@@H]1O	-4%	-33	-9%	-1%&10%&2%&3%	-10%[8.37 µM]	?
C[C@@H](NC(=O)Cn1cnc2c(NCc3ccccc3)ncnc21)c1cccc2ccccc12	2%	3	.	.	6%	.
CC(=O)Nc1ccc(NC(=O)CN(c2cccc(C)c2)S(C)(=O)=O)cc1	-6%	9	-29%	-1%	-1%	-11%
CC(C)Oc1cc(NC(=O)CS(=O)CC(=O)Nc2cccc(C(F)(F)F)c2)c(Cl)cc1Cl (stereo not given)	6%	-27	-11%	3%	?	-4%
COc1ccc(CC2(C)OC(c3ccc(C)cc3)=NN2C(C)=O)cc1 (stereo not given)	-1%	-2	-3%	1%	1%	-2%
CCN(CC)c1nc2c(S(=O)(=O)c3cccc(Cl)c3)nnn2c2ccsc12	.	-61*	2%	.	.	18%
COc1ccc2c(c1)c1c(c(=O)n(CCc3ccccc3)c(=O)n1Cc1cccc(C)c1)n2C	.	22	-2%	.	.	-4%
Cc1noc(C)c1COC(=O)c1ccc(S(=O)(=O)N2CCCCC2)cc1	-5%	-31	6%	2%	13%	-14%
CCCc1nnc(NC(=O)c2cccc(OC)c2)s1	7%	145	-6%	-29%	-14%	?
Cc1ccc(S(=O)(=O)Nc2cc(C(F)(F)F)ccc2N2CCOCC2)cc1C	-10%	-36	-4%	-6%	15%	-5%
COc1ccc(C(=O)c2ccccc2C(=O)c2ccccc2)cc1	13%	-3	.	.	-1%	.
CCOC(CNC(=O)c1cc(C)nn1-c1ccccc1)OCC	-5%	-18	20%	2%	6%	-7%
COC(=O)Cn1cnc2c(cnn2-c2ccc(OC)cc2)c1=O	-2%	14	-18%	13%	7%	3%
c1cc(-c2noc(CC3CCCCC3)n2)ccn1	31%[activator]	14	-29%	4%	6%	?
Cc1cccc(N2CCN(c3ncnc4c3c(-c3ccccc3)cn4-c3ccccc3)CC2C)c1 (stereo not given)	.	?	-3%	.	.	-7%
CN(C)C(=O)c1cc(Cl)ccc1Sc1cc(Cl)ccc1Cl	-7%	-29	0%	-18%	-2%	?
CC(=O)Nc1nc(C)c(Oc2cccc(C(F)(F)F)c2)c(=O)[nH]1	2%	-31	4%	6%	9%	-10%
O=C(COc1ccc(Cl)cc1Cl)N1CCCCCC1	3%	-12	13%[11.4 µM]	6%	-7%	-13%
Fc1ccc(NCc2n[nH]c(=S)n2Cc2ccccc2)cc1	81%[activator]	-25	2%	2%	3%	4%
CCOC(=O)n1cc(-c2cnc(CNC(=O)C(C)(c3ccccc3)c3ccccc3)o2)c2ccccc21	-3%	20	-2%	5%	?	?
N#Cc1cc(-c2ccccc2)oc1NC(=O)c1ccccc1	1%	-9	-3%	1%	?	1%
O=C(CN1CCN(C2CCCCC2)CC1)Nc1ccccc1N1CCCCC1	?	8	-20%	-16%	?	-8%
Cc1nn(-c2ccccc2)c(N)c1Sc1ccccc1[N+](=O)[O-]	?	0	-1%	0%	?	-2%
CCOc1ccccc1N(CC(=O)OC)S(=O)(=O)c1ccccc1	-1%	-1	0%	1%	19%	?
CN1CCc2c(sc(NC(=O)CS(=O)(=O)c3ccc(F)cc3)c2C(N)=O)C1	33%[activator]	-31	4%	.	1%	-26%
FC(F)(F)c1ccccc1CNCc1ccc2c(c1)OCO2	-19%	-13	-22%	?	2%	-8%
CCCn1c2ccccc2c2cnn(CC(=O)NCCCN3CCN(c4ccccc4)CC3)c(=O)c21	-2%	-24	-18%	16%	11µM*	-12%
CCOC(=O)c1c(NC(=O)C2CCCO2)sc(C(=O)OC(C)(C)C)c1C (stereo not given)	2%	9	-18%	0%	0%	0%
O=C1CCC/C1=C\Nc1ccc(Cl)c([N+](=O)[O-])c1	?	-10	?	-16%	-8%	-1%
COc1ccc(OC)c(NC(=O)COC(=O)Cn2nnc(-c3ccccc3)n2)c1	-13%	17	-4%	.	24%	-21%
FC(F)(F)c1cc(-c2ccco2)nc(-n2nnc3ccccc32)n1	3%	22	-1%	0%	?	-6%
COc1ccc(NC(=O)CN(c2ccccc2C)S(C)(=O)=O)c(OC)c1	1%	-15	-18%	6%	-4%	?
CCNc1nc(CSc2ccccc2)nc2sc(C)c(C)c12	-12%	?	4%	-1%	?	-9%
Cc1cc(Cl)ccc1NC(=S)NCc1cccs1	31%[activator]	-37	3%	-5%	-22%	?
O=C(Nc1ccncc1)c1cc(F)cc(F)c1	-4%	-33	-2%	6%	-9%	1%
COc1cc(/C=N/NC(=O)c2sc(N)c(C#N)c2C)cc(Br)c1O	0%	-67*	3%	0%	?	?
COc1ccc(/C=N/NC(=O)c2nn(C)cc2Br)cc1CSCc1ccco1	9%	-15	?	.	-12%	4%
Cc1c(CNC(C)c2ccccc2)c(C(=O)O)c(C)n1Cc1c(F)cccc1Cl (stereo not given)	.	-11	-1%	.	.	7%
CCC(=O)N1CCc2cc(S(=O)(=O)CCC(=O)NC(C)CC)ccc21 (stereo not given)	-8%	-12	2%	5%	7%	-3%
CCCCCOC(=O)Cc1c(O)c2ccccc2[nH]c1=O	9%	-21	-8%	7%	29%	?
Cc1ccc(Oc2c(CO)c(-c3ccccc3)nn2C)cc1	-6%	-26	10%	-1%	-27%	-4%
O=C(CC1CCCC1)N1CCCC(Nc2ccc(F)cc2)C1 (stereo not given)	-5%	1	-13%	.	13%	-4%
O=C(/C=C/c1ccccc1[N+](=O)[O-])OC1CCCCC1=O (stereo not given)	-10%	-23	0%	0%	0%	-17%
COC(=O)c1ccccc1NC(=O)c1cc(-c2ccccc2O)no1	.	-14	-11%	.	.	2%
COc1cccc(CNC(=O)c2[nH]c3cc(C)ccc3c2Sc2ccccc2)c1	.	-63*	2%	.	.	-4%
CCN(C(=O)CSc1nc(-c2cccs2)nc2ccccc12)C1CCS(=O)(=O)C1 (stereo not given)	-9%	-28	-1%	.	-11%	-6%
